From PubChem BioAssay
Luc counter: Counterscreen for Luciferase (Kinase-Glo TM) Inhibition. Potency, µM (series often up to 38.3 µM), for the others: at the top dose activity change, negative = inhibition, hits mostly inhibitors. hit rate 0.28% among 200,000. Luciferin 4-monooxygenase (Photuris pensylvanica), Q27757. Kinase-Glo luciferase, ATP luminescence, 8 min. AID 1379, 2008; further: on the % scale 0 is the no-effect control and ±100 the full control effect; nearly all actives have a fitted effect of over 60% in size
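Compound is pinned into ATP-containing buffer (10 uM ATP, imidazole pH 7.2, 7 mM MgCl2). Kinase-Glo luciferase reagent is then added. Light output is recorded following an 8-min room-temperature incubation.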
RECQ1 helicase: qHTS Assay for Inhibitors of RecQ-Like Dna Helicase 1 (RECQ1) | ATP-dependent DNA helicase Q1 (Homo sapiens), P46063 | RECQ1 DNA unwinding, red fluorescence kinetic read | Potency, µM (series often up to 57.3 µM), inactives show top-dose activity, negative = inhibition, usual class: inhibitors | hit rate 0.54% among 240,000 | AID 2549, 2010;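 further: plate controls were vehicle for no effect and no enzyme for full effect; nearly all actives have a fitted effect of over 30% in size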
Target sequence (P46063 whole entry, looked up): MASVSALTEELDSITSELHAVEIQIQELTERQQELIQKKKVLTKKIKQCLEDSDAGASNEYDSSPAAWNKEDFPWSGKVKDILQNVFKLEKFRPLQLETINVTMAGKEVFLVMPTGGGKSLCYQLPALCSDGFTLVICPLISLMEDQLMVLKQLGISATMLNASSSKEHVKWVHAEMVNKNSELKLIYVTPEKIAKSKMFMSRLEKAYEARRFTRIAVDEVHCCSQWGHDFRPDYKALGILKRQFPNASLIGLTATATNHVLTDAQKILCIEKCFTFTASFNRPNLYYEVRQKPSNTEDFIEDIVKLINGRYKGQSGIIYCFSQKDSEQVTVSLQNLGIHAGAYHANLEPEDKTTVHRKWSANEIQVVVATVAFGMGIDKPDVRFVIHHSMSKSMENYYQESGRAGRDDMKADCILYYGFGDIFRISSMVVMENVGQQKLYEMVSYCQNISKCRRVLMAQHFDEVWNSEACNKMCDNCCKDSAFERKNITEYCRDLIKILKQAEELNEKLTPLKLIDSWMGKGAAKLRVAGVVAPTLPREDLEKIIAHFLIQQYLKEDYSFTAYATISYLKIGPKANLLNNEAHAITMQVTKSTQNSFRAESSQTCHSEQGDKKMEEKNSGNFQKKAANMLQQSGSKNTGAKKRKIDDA
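50 nM RECQ1T1 preincubated 15 min with compound in Tris pH 8.0 buffer with MgCl2, DTT, Tween-20 and 2.5 ug/ml poly(dI-dC); started with 200 nM TAMRA/BHQ-2 forked duplex and 2 mM ATP. Unwinding read as fluorescence (525/598 nm), two reads 2 h apart.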
NPSR antag: qHTS Assay for Antagonists of the Neuropeptide S Receptor: cAMP Signal Transduction | Q6W5P4 | CHO-NPSR cells, cAMP TR-FRET, antagonist mode | Potency, µM (highest dose often 38.3 µM), for inactives: top-dose activity change, negative = inhibition, most hits filed as inhibitors | hit rate 1% among 220,000 | AID 1461, 2008; further: on the % scale 0 is the no-effect control and ±100 the full control effect; nearly all actives have a fitted effect of over 50% in size; many of its hits are not listed in these tables
GoLoco inh red: qHTS Assay for Inhibitors of RGS12 GoLoco Motif Activity (Red Fluorophore). Potency, µM (top dose mostly 61.6 µM), inactives show at the highest dose activity, negative = inhibition, most hits filed as inhibitors. Guanine nucleotide-binding protein G(i) subunit alpha-1 (Homo sapiens), P63096. hit rate 0.44% among 230,000. Gai1:RGS12 GoLoco peptide FP, rhodamine, 10 min. AID 880, 2007; active means well fitted inhibition curve with a large enough effect, not every such curve was filed as active; inactive means no such curve, though single readings can be large or run the other way; further: on the % scale 0 is the no-effect control and ±100 the full control effect; nearly all actives have a fitted effect of over 30% in size; many of its hits are not listed in these tables
Target sequence (P63096 whole entry, looked up): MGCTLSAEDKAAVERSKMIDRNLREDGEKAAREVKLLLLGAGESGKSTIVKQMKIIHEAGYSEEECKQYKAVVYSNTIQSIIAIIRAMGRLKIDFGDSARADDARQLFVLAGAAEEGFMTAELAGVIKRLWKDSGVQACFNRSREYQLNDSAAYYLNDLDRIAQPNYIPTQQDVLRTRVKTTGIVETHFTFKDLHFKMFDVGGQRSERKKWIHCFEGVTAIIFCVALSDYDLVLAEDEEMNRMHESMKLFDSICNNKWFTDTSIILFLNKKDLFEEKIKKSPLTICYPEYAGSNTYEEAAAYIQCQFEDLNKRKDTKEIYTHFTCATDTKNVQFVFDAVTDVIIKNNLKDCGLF
SMN2 splice enh: qHTS Assay for Enhancers of SMN2 Splice Variant Expression; HEK293 SMN2-luciferase splicing reporter, luminescence, 30-36 h; AID 1458, 2008; Potency, µM (doses to about 46.1 µM), without a hit: at the top dose activity change, positive = activation, hits mostly activators; hit rate 2.8% among 210,000; further: % of control where 0% means no effect; nearly all actives have a fitted effect of over 55% in size
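HEK293 cells carry an SMN2 minigene-luciferase reporter in which exon 7 inclusion puts luciferase in frame. Cells were seeded at 2000 cells/well, attached for 10-12 hours, then exposed to compounds for 30-36 hours at 37C before ONE-Glo luminescence.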
KDM4E inh: qHTS Assay for Inhibitors of Human Jumonji Domain Containing 2E (JMJD2E) | JMJD2E catalytic domain, FDH-coupled NADH fluorescence (FDH is formaldehyde dehydrogenase) | hit rate 1.6% among 230,000 | Potency, µM (highest dose often 57.1 µM), inactives show at the top dose activity change, negative = inhibition, most hits filed as inhibitors | AID 2147, 2009 | Lysine-specific demethylase 4E (Homo sapiens), B2RXH2; active means well fitted inhibition curve with a large enough effect, not every such curve was filed as active; inconclusive means small, poorly fitted or top-dose-only effect, or another doubt; inactive means no such curve, though single readings can be large or run the other way;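 further: 0% = wells with enzyme and -100% = buffer wells without enzyme; nearly all actives have a fitted effect of over 50% in size; many of its hits are not listed in these tables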
IMPase Li inh: qHTS Assay for Identifying the Cell-Membrane Permeable IMPase Inhibitors: Potentiation with Lithium; hit rate 0.35% among 210,000; CHO-M1 cells, IP1 TR-FRET (IP-One), carbachol + lithium; Potency, µM (doses to about 59.4 µM), inactives show at the highest dose activity, negative = IMPase inhibition, hits mostly inhibitors;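 further: IP1 builds up when IMPase is blocked and the TR-FRET signal falls; plate controls were basal vehicle for no effect and high inhibitor control for full effect; nearly all actives have a fitted effect of over 50% in size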
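Steps: plate 2000 CHO-M1 cells per well and culture 16–30 h; add compound and lithium; incubate 30 min, 37C; add d2-IP1 tracer and Eu cryptate anti-IP1 antibody in lysis buffer; read after 10 min at room temperature.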
Epigenetic derep: Quantitative High-Throughput Screen for Regulators of Epigenetic Control; murine LDR cells, GFP reporter derepression, 30 h; Potency, µM (titrated, usually from 53.9 µM), for inactives: at the top dose GFP activation, hits mostly activators; hit rate 0.2% among 280,000; AID 1865, 2009; further: % of control where 0% means no effect; nearly all actives have a fitted effect of over 60% in size
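GFP-positive cell count by laser-scanning cytometry (objects 20–120 um) after 30 h, 37 C compound exposure of murine LDR cells; reporter is CMV-GFP integrated at a silenced locus, inducible by HDAC or DNMT inhibitors.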
Numbers without * were called inactive; [ ] = remark or other dose. Unless noted, the call rests on the fitted dose curve; in most records, active means well fitted curve in the direction sought with a large enough effect; inconclusive means small, poorly fitted or top-dose-only effect, or another doubt; inactive means no such curve, though single readings can be large; an effect the other way counts as inactive or inconclusive. Potency means the concentration at half of the fitted maximal effect.

For CCCCn1c(-c2ccc(Cl)cc2)nc2c(=O)n(C)c(=O)[nH]c21 the results were Luc counter -5.1%, RECQ1 helicase 4.9%, NPSR antag -9.7%[46.1 µM], GoLoco inh red 3.5%, SMN2 splice enh -4.3%, KDM4E inh inconclusive, IMPase Li inh 15.0%[38.3 µM] and Epigenetic derep 0.0%.
`O=C(CNCc1ccco1)Nc1ccc(N2CCCCCC2)cc1` gave Luc counter 5.9%, RECQ1 helicase -6.0%, NPSR antag -40.2%, GoLoco inh red -17.5%, SMN2 splice enh 1.9%, KDM4E inh inconclusive, IMPase Li inh 13.7% and Epigenetic derep 0.6%.
`CC1(C)CC(=O)C(C(C2=C(O)CC(C)(C)CC2=O)c2cccs2)C(=O)C1` (stereo unspecified) gave RECQ1 helicase 3.8%, NPSR antag -6.8%[46.1 µM], KDM4E inh 2.5% and Epigenetic derep 0.9%.
C/C(=N\O)c1ccc(N2C(=O)C3CC=C(Cl)CC3C2=O)cc1 (stereo unspecified) was read as Luc counter 2.0%, RECQ1 helicase -1.7%, NPSR antag inconclusive, GoLoco inh red -14.1%, SMN2 splice enh inconclusive, KDM4E inh 3.7%, IMPase Li inh -1.4% and Epigenetic derep -2.0%.
CC(=O)N(C(C)=O)c1nc(-c2ccccc2)cn1/N=C/c1cccc([N+](=O)[O-])c1 was read as RECQ1 helicase -0.1%, NPSR antag -26.3%, GoLoco inh red -1.0%, KDM4E inh -10.7% and Epigenetic derep 1.8%.
For CC(C)c1ccc(/C=C/c2ccc(=O)n(C)n2)cc1 the results were Luc counter -7.3%, RECQ1 helicase inactive, NPSR antag -13.8%, GoLoco inh red 1.8%, SMN2 splice enh 11.2µM*, KDM4E inh inconclusive, IMPase Li inh 14.6% and Epigenetic derep -0.4%.
For Cc1ccccc1C(=O)OC1OC(=O)C(Cl)=C1N1CCOCC1 (stereo unspecified) the results were Luc counter -2.3%, RECQ1 helicase -8.8%, NPSR antag 22.1%, GoLoco inh red -5.8%, SMN2 splice enh -3.8%[1.84 µM], KDM4E inh 6.7%, IMPase Li inh -2.2% and Epigenetic derep 2.8%.
For CC(=O)N1CC=CC1(CC(C)C)C(=O)NCC1CC1 (stereo unspecified) the results were Luc counter -1.4%, RECQ1 helicase -1.0%, GoLoco inh red -9.2%, SMN2 splice enh inconclusive, KDM4E inh -3.0%, IMPase Li inh -5.9% and Epigenetic derep -0.2%.
`COc1ccc(S(=O)(=O)N2CCC(O)(c3ccc(Cl)cc3)CC2)cc1` gave Luc counter -1.4%, RECQ1 helicase -20.8%, NPSR antag -29.3%[46.1 µM], GoLoco inh red -5.2%, SMN2 splice enh -26.5%, KDM4E inh -11.2%, IMPase Li inh 36.3%[activator][38.3 µM] and Epigenetic derep 0.7%.
Screening CCCCOc1ccc(NC(=O)Nc2nnc(C)s2)cc1 returned RECQ1 helicase -11.9%, NPSR antag -2.7%, GoLoco inh red 9.5%, KDM4E inh 7.7% and Epigenetic derep 3.2%.
O=C(Cn1nc(-c2cccc([N+](=O)[O-])c2)c2ccccc2c1=O)Nc1cccnc1 was read as Luc counter -5.7%, RECQ1 helicase -10.3%, NPSR antag -9.7%[46.1 µM], GoLoco inh red 1.5%, SMN2 splice enh 9.0%, KDM4E inh 5.7%, IMPase Li inh 1.5%[38.3 µM] and Epigenetic derep -1.5%.
For O=C(CCCOc1ccccc1)N1CCN(C(=O)c2ccco2)CC1 the results were Luc counter -3.4%, RECQ1 helicase inactive, NPSR antag -5.2%[46.1 µM], GoLoco inh red 3.5%, SMN2 splice enh inconclusive, KDM4E inh 11.9%, IMPase Li inh 16.2%[38.3 µM] and Epigenetic derep -1.0%.
`O=C1Nc2ccccc2C(O)(C(=O)NCc2ccc3c(c2)OCO3)N1c1ccc(Cl)c(Cl)c1` (stereo unspecified) gave Luc counter -1.1%, RECQ1 helicase 2.7%, NPSR antag -7.9%[46.1 µM], GoLoco inh red 5.5%, SMN2 splice enh 1.5%, KDM4E inh -5.7%, IMPase Li inh -2.9%[38.3 µM] and Epigenetic derep -1.2%.
Screening C/C(N)=C(/C#N)C(=O)CN1CCCCC1 returned Luc counter -5.2%, RECQ1 helicase -2.6%, NPSR antag 3.6%[46.1 µM], GoLoco inh red 4.9%, SMN2 splice enh -8.2%, KDM4E inh -29.3%, IMPase Li inh 2.4%[38.3 µM] and Epigenetic derep -0.2%.
COc1ccc(CNC(=O)C2CCCN(Cc3nc(-c4cccc(C)c4)oc3C)C2)cc1 (stereo unspecified) was read as Luc counter -1.7%, RECQ1 helicase -3.1%, NPSR antag -27.5%, GoLoco inh red 12.9%, SMN2 splice enh -59.1%[inhibitor], KDM4E inh -10.5%, IMPase Li inh 8.0% and Epigenetic derep 0.0%.
Cc1ccc(CS(=O)(=O)CCC(=O)NC2CC2)cc1 was read as Luc counter 1.3%, RECQ1 helicase -16.9%, NPSR antag -2.6%[46.1 µM], GoLoco inh red -8.5%, SMN2 splice enh 12.2%, KDM4E inh -1.8%, IMPase Li inh -12.4%[38.3 µM] and Epigenetic derep -1.0%.
`Cc1cccc(NC(=O)C2CC(O)CN2C(=O)OCc2ccccc2)c1` (stereo unspecified) gave Luc counter 6.7%, RECQ1 helicase inactive, NPSR antag -3.5%[46.1 µM], GoLoco inh red -8.7%, SMN2 splice enh 17.2%, KDM4E inh 0.3%, IMPase Li inh -0.7%[38.3 µM] and Epigenetic derep -1.0%.
Screening CSc1nc2nc3c(cc2c(=O)n1-c1ccc(C)cc1)COC(C)(C)C3 returned RECQ1 helicase -6.5%, NPSR antag -16.0%, GoLoco inh red -2.6%, KDM4E inh inconclusive and Epigenetic derep 1.5%.
Screening C=CCN(CC=C)CCCOc1ccc(Br)cc1Cl returned Luc counter -3.3%, RECQ1 helicase 20.6%, NPSR antag -19.8%, GoLoco inh red -0.1%, SMN2 splice enh 20.3%, KDM4E inh 4.7%, IMPase Li inh 23.9% and Epigenetic derep -4.2%.
Screening CCCSc1nc2c(c(=O)n(C)c(=O)n2C)n1Cc1ccc(C)cc1 returned Luc counter 0.1%, RECQ1 helicase 3.2%, NPSR antag inconclusive, GoLoco inh red 5.0%, SMN2 splice enh -42.7%[inhibitor], KDM4E inh 3.3%, IMPase Li inh 13.0%[38.3 µM] and Epigenetic derep 0.0%.
For CCOC(=O)CN1N=C(/C=C/c2ccc(OCC)cc2)CCC1=O the results were Luc counter -2.3%, RECQ1 helicase inactive, NPSR antag -5.8%, GoLoco inh red 2.5%, SMN2 splice enh -5.1%, KDM4E inh -4.2%, IMPase Li inh -8.6% and Epigenetic derep 1.3%.
For CC(=O)C1=C(O)C(=O)N(c2cc(C(C)(C)C)on2)C1c1ccc(C(C)C)cc1 (stereo unspecified) the results were Luc counter -2.6%, RECQ1 helicase -14.7%, NPSR antag -0.8%[7.67 µM], GoLoco inh red 6.9%, SMN2 splice enh -7.3%, KDM4E inh -9.4%, IMPase Li inh -0.8%[38.3 µM] and Epigenetic derep 0.9%.
Screening N#CC1=C(N)Oc2n[nH]c(-c3ccccn3)c2C1c1c(F)cccc1Cl (stereo unspecified) returned Luc counter -3.3%, RECQ1 helicase -2.8%, NPSR antag -27.5%[46.1 µM], GoLoco inh red 11.2%, SMN2 splice enh 13.6%, KDM4E inh -0.1%, IMPase Li inh 23.5%[38.3 µM] and Epigenetic derep 1.0%.
Cc1cc(C(=O)Nc2nnc(-c3ccccc3)s2)no1 was read as Luc counter 0.2%, RECQ1 helicase -5.7%, NPSR antag -26.8%[46.1 µM], GoLoco inh red -0.4%, SMN2 splice enh -3.4%, KDM4E inh inconclusive, IMPase Li inh -9.2%[38.3 µM] and Epigenetic derep -0.3%.
COC(=O)C1=C(C)NC(C)=C(C(=O)OC)C1c1ccc(-c2cc(Cl)ccc2Cl)o1 was read as Luc counter 0.1%, RECQ1 helicase -15.1%, NPSR antag -21.4%[46.1 µM], GoLoco inh red 5.0%, SMN2 splice enh 16.5%, KDM4E inh inconclusive, IMPase Li inh 6.7% and Epigenetic derep 0.0%.
Cc1nn(C)c(C)c1CN(Cc1nc(-c2ccc(F)cc2F)oc1C)C1CC1 was read as Luc counter -0.9%, RECQ1 helicase -13.3%, NPSR antag 11.7%, GoLoco inh red 13.3%, KDM4E inh 52.2%[activator], IMPase Li inh 9.7% and Epigenetic derep -7.7%.
For CCCC(=O)Nc1cccc(-c2nc3ccccc3o2)c1 the results were Luc counter 1.1%, RECQ1 helicase -12.4%, NPSR antag -15.6%[46.1 µM], GoLoco inh red 36.1%[activator], SMN2 splice enh 34.4%, KDM4E inh inconclusive, IMPase Li inh 15.8%[38.3 µM] and Epigenetic derep 0.0%.
Screening C/C(=N\OCC(=O)Nc1cc(C)cc(C)c1)c1ccc2c(c1)OCCO2 returned Luc counter 2.3%, RECQ1 helicase -7.2%, NPSR antag 11.1%, GoLoco inh red -7.1%, SMN2 splice enh -3.1%, KDM4E inh 4.5%, IMPase Li inh -0.4% and Epigenetic derep 0.0%.
`COc1ccc(-c2noc(-c3ccccc3C(=O)Nc3cccnc3)n2)cc1OC` gave Luc counter -1.1%, RECQ1 helicase -1.7%, NPSR antag -8.7%[46.1 µM], GoLoco inh red -3.6%, SMN2 splice enh -16.8%, KDM4E inh -11.7%, IMPase Li inh 17.7%[38.3 µM] and Epigenetic derep -16.8%.

Only part of the results is shown, so the mix of outcomes need not match the whole.
